Tb PFK inh: qHTS Assay to Find Inhibitors of T. brucei phosphofructokinase; ATP-dependent 6-phosphofructokinase (Trypanosoma brucei brucei), O15648; T. brucei PFK, ADP-Glo luminescence; Potency, µM (titrated, usually from 57.5 µM), without a hit: at the highest dose activity, negative = inhibition, actives largely listed as inhibitors; 330,000 compounds, 0.17% hits; AID 485367, 2010;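 note: potency is the fitted concentration of half-maximal effect; 0% = uninhibited 1x PFK enzyme wells and -100% = no-enzyme wells; nearly all actives have a fitted effect of over 60% in size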
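PFK 1.25 nM, F6P 0.5 mM, ATP 0.1 mM, 0.1 M TEA pH 8.0, 5 mM MgCl2, 0.01% Tween20, 0.1% BSA; 45 min RT. ADP-Glo readout. qHTS titration up to 57 uM; curves fitted, compounds curve-classed.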
ELG1 DNA repair: qHTS screen for small molecules that inhibit ELG1-dependent DNA repair in human embryonic kidney (HEK293T) cells expressing luciferase-tagged ELG1. Potency, µM (top dose mostly 46.1 µM), for inactives: top-dose activity change, negative = inhibition, usual class: inhibitors. AID 504467, 2011. 330,000 compounds, 2.3% hits. HEK293T ELG1-luciferase reporter, luminescence, 16 h; DNA damage induced by 5-fluorouridine; note: potency is the fitted concentration of half-maximal effect; % is set by controls: 0 for no effect and ±100 for the full control effect; nearly all actives have a fitted effect of over 55% in size
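DMSO vehicle served as the neutral condition. Each well held 2,000 cells given 5-fluorouridine plus compound; after 16 hr at 37 °C/5% CO2, ONE-Glo was added and luciferase measured 30 min later.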
BCR signal inh: qHTS Assay to Find Inhibitors of Chronic Active B-Cell Receptor Signaling; 340,000 compounds, 0.05% hits; ABC-DLBCL IkBa-CBG/CBR reporter, luminescence ratio, 4 h; AID 493014, 2011; Potency, µM (highest dose often 46.1 µM), for the others: at the highest dose ratio change, negative = lower green/red ratio, hits mostly inhibitors; active = well fitted inhibition curve with a large enough effect in the signal ratio, with a control signal flat, not every such curve was filed as active; inconclusive = small, poorly fitted or top-dose-only effect, or effect the other way, or a change in a side signal; the % refers to the signal ratio;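 note: potency is the fitted concentration of half-maximal effect; plate controls were basal doxycycline-induced cells for no effect and cells given 10 µM MG132 for full effect; MG132 reads +100%, hits lower the ratio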
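Doxycycline induced both beetle luciferases in TMD8 lymphoma cells; IKK-driven degradation limits the IkappaBalpha-fused green signal, while red luminescence normalises for cell number and nonspecific effects. Compounds tested up to 46 uM, 4 hrs.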
Eya2 inh: qHTS Assay for Inhibitors of the Phosphatase Activity of Eya2; Protein phosphatase EYA2 (Homo sapiens), O00167; recombinant Eya2, OMFP fluorescence dephosphorylation (OMFP is methylfluorescein phosphate); 330,000 compounds, 0.006% hits; Potency, µM (series often up to 76.9 µM), inactives show top-dose activity, negative = inhibition, most hits filed as inhibitors; AID 488837, 2010; note: potency is the fitted concentration of half-maximal effect; % is set by controls: 0 for no effect and ±100 for the full control effect
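Eya2 (0.2 uM) preincubated 10 min at ambient with compound, then OMFP substrate added at 50 uM; 10 min reaction in 50 mM HEPES pH 7.5, 50 mM NaCl, 5 uM MgCl2, 0.05% BSA, 1 mM DTT. Fluorescence read at Ex 485/Em 525 nm.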
TCR act: Activators of T cell receptors: qHTS campaign; primary human leukocytes, anti-CD3, IL-2 HTRF, 48 h; Potency, µM (top dose mostly 9.22 µM), inactives show top-dose activation of IL-2 secretion, most hits filed as activators; 330,000 tested, under 10 active; AID 504894, 2011; note: % of control where 0% means no effect
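1) Mix primary human leukocytes, a-CD3 beads and compound. 2) Incubate 48 hr. 3) Add HTRF IL-2 reagents (a-IL-2-K, a-IL-2-d2).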
TSG101-PTAP inh: qHTS Assay for Iinhibitors of HIV-1 Budding by Blocking the Interaction of PTAP/TSG101 | Tumor susceptibility gene 101 protein (Homo sapiens), Q99816 | Fluorescence polarization, FITC-PTAP peptide / Tsg101 binding | Potency, µM (doses to about 115 µM), inactives show top-dose activity change, negative = inhibition, most hits filed as inhibitors | 340,000 tested, under 10 active; active = well fitted inhibition curve with a large enough effect in the main read-out, with a control signal flat, not every such curve was filed as active; inconclusive = small, poorly fitted or top-dose-only effect, or effect the other way, or a change in a side signal; inactive = no such curve, though single readings can be large or run the other way; note: potency is the fitted concentration of half-maximal effect; % of control where 0% means no effect
Target sequence (Q99816 whole entry, looked up): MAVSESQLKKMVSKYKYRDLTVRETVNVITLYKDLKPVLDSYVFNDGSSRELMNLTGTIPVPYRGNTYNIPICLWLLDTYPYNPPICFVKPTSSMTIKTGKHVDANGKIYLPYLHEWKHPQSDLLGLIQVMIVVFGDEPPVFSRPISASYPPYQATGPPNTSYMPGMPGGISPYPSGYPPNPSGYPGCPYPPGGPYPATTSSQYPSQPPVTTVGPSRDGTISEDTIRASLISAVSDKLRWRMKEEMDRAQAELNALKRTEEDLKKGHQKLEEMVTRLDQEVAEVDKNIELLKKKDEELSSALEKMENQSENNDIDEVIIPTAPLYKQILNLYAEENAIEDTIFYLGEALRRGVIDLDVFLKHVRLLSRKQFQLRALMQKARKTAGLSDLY
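FP read-out: FITC-PTAP peptide, 50 nM final, binding Tsg101 binding domain, 10 uM final; 20 min, r.t.; 10 mM HEPES pH 7.5, 0.15 M NaCl, 0.01% Tween 20, 3 mM EDTA, 0.1 mM TCEP.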
B2AR arrestin: qHTS assay of beta-arrestin-biased ligands of beta2-adrenergic receptor. Beta-2 adrenergic receptor (Homo sapiens), P07550. beta-arrestin recruitment to beta2AR, cell-based reporter. Potency, µM (titrated, usually from 46.1 µM), without a hit: at the highest dose activation, most hits filed as activators. 330,000 compounds, 0.02% hits. AID 492947, 2010;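 note: potency is the fitted concentration of half-maximal effect; 0% = DMSO controls and full agonism = EC100 isoproterenol or metaproterenol; nearly all actives have a fitted effect of over 65% in size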
Mito fusion act: qHTS Assay for Small Molecule Inhibitors of Mitochondrial Division or Activators of Mitochondrial Fusion. S. cerevisiae fusion-defective mutant growth rescue, CellTiterGlo 48 h. Potency, µM (highest dose often 46.1 µM), inactives show top-dose growth rescue (activation), actives largely listed as activators. 320,000 compounds, 0.23% hits. AID 485298, 2010;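 note: potency is the fitted concentration of half-maximal effect; % of control where 0% means no effect; nearly all actives have a fitted effect of over 45% in size; temperature-sensitive fusion mutants such as fzo1-1 at 37 °C on non-fermentable ethanol glycerol medium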
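Compounds are tested for their ability to restore growth of mitochondrial fusion-defective yeast strains at non-permissive 37C in YPEG medium over 48 hours. Viability is quantified by luciferase luminescence.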
uPA generation: qHTS for Inhibitors of Cell Surface uPA Generation. Potency, µM (doses to about 38.3 µM), inactives show at the top dose activity change, negative = inhibition, most hits filed as inhibitors. cell surface uPA generation assay, qHTS. 330,000 compounds, 0.31% hits; active = well fitted inhibition curve with a large enough effect; inconclusive = small, poorly fitted or top-dose-only effect; inactive = no such curve, though single readings can be large or run the other way; tested in mouse RAW 264.7 cells; note: potency is the fitted concentration of half-maximal effect; % is set by controls: 0 for no effect and ±100 for the full control effect; nearly all actives have a fitted effect of over 55% in size
TSHR antag: Antagonists of the Thyroid Stimulating Hormone Receptor: HTS campaign | 330,000 compounds, 0.2% hits | TSHR-expressing cells, TSH-stimulated cAMP HTRF, 2 h; hits give low values | activity change, negative = inhibition, % at 11.5 µM | AID 504810, 2011 | Thyrotropin receptor (Homo sapiens), P16473;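 active = activity change below a set negative limit, meaning inhibition stronger than a set level, cut at about -70% in these data; inconclusive = activity change between two set negative limits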; note: % is set by controls: 0 for no effect and ±100 for the full control effect
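Antagonism was scored as loss of TSH-driven cAMP in TSHR cells, stimulated with 4nM TSH (EC80) for 2 hours at 37 deg C and detected by homogeneous HTRF competition immunoassay.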
USP2a block: qHTS Assay for Inhibitors of Ubiquitin-specific Protease USP2a Using CHOP2 as the Reporter. Ubiquitin carboxyl-terminal hydrolase 2 (Homo sapiens), O75604. USP2 core, Ub-CHOP2 coupled fluorogenic reporter, 485/531. Potency, µM (highest dose often 38.3 µM), for inactives: at the top dose activity change, negative = inhibition, usual class: inhibitors. 330,000 compounds, 0.01% hits;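 note: potency is the fitted concentration of half-maximal effect; plate controls were DMSO wells for no effect and full inhibition by NEM control for full effect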
Target sequence (O75604 whole entry, looked up): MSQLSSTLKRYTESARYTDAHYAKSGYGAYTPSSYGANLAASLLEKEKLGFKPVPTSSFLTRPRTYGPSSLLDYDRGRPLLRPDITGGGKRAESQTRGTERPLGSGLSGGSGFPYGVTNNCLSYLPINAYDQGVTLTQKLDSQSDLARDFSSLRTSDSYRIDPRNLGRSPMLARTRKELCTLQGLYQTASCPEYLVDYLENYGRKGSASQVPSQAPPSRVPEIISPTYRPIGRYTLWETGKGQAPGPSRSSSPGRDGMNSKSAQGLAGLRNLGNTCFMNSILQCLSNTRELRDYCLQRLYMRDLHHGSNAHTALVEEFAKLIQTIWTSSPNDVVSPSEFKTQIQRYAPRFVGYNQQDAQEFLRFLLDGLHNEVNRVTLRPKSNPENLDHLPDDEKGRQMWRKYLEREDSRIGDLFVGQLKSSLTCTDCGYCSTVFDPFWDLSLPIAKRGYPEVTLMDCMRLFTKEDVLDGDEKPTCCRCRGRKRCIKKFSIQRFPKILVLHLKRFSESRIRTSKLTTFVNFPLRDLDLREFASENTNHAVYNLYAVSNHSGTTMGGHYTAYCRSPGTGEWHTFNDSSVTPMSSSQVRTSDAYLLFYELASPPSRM
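USP2 core (10nM final) preincubated 30min RT with compound in 20mM Tris-HCl pH 8.0, 2mM CaCl2, 2mM beta-mercaptoethanol, 0.05% CHAPS; 25nM Ub-CHOP2 plus 25nM reporter substrate added, fluorescence (Ex485/Em531) read after 60min.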
* = called active by the depositor; ? = inconclusive; nt = not tested or not shown; [ ] = another dose, or the depositor's remark. Unless noted, calls come from the whole dose curve; as a rule, active = well fitted curve in the direction sought with a large enough effect; inconclusive = small, poorly fitted or top-dose-only effect, or another doubt; inactive = no such curve, though single readings can be large; an effect the other way counts as inactive or inconclusive. Random draw from the library; overall some 3% were active at least once.

SMILES	Tb PFK inh	ELG1 DNA repair	BCR signal inh	Eya2 inh	TCR act	TSG101-PTAP inh	B2AR arrestin	Mito fusion act	uPA generation	TSHR antag	USP2a block
C[C@H]1COC(=O)[C@H](Cc2ccc(F)cc2)C/C=C\C[C@@H](CC(=O)NCCO)C(=O)N1	5%	-2%	-1%	4%	7%	0%	-0.8%	nt	12%	-11	-2%
Cc1cc2nc(-c3ccc4c(c3)CCC4)ccn2n1	-2%	?	18%	7%	-5%	-1%	0.3%	-12%	-4%	-12	-1%
COc1ccc(C2Nc3ccccc3C(=O)N2Cc2ccccc2)cc1COc1ccc(Cl)cc1Cl (configuration not stated)	-1%	nt	?	-4%	nt	nt	-0.2%	-1%	nt	-6	2%
CN1/C(=C\C(=O)c2cccnc2)Sc2ccccc21	19%	?	?	-6%	-1%	-7%	-0.2%	12%	-15%	-12	0%
O=C(NC(c1ccccc1)c1ccccc1)C1CCCC1	-2%	3%	5%	5%	-3%[46.1 µM]	-2%	-0.1%	-1%	-1%	3	2%
O=C(CSc1nnc(-c2cccnc2)o1)Nc1ccccn1	5%	?	13%	-12%	1%	-1%	0.2%	-6%	-9%	-6	0%
Cc1nc(-c2nc(-c3c(C(=O)NNC(=O)Nc4ccccc4)noc3C)cs2)cs1	2%	?	-8%	-1%	-11%	-4%	0.6%	-4%	12%	-10	-1%
CCOC(=O)C1[C@H]2C(=O)N(C(C)c3ccc(OC)cc3)C[C@]23C=C[C@H]1O3 (some centres not stated)	3%	3%	-2%	-29%	3%	-3%	-0.1%	1%	nt	1	0%
N#Cc1c(SCC(=O)O)nc(N2CCCCC2)c2c1CCCC2	7%	0%	13%	2%	-5%	-7%	0.0%	-4%	-5%	-17	2%
O=C(NCC(=O)N(c1cccnc1)C(C(=O)NC1CCCC1)c1ccccc1F)c1ccco1 (configuration not stated)	2%	16%	3%	3%	9%	1%	0.0%	0%	7%	-7	4%
CC(C)C12CN(C(=O)c3ccccc3[N+](=O)[O-])CC(C(C)C)(CN(C(=O)c3ccccc3[N+](=O)[O-])C1)C2=O	-8%	-26%	-2%	-3%	-6%	0%	-0.4%	-3%	-4%	6	1%
O=S(=O)(c1cccc(NC(=S)N2CCN(c3cccc(Cl)c3)CC2)c1)C(F)F	-22%	-6%	?	-2%	-5%[46.1 µM]	-1%	-0.7%	-10%	-12%	-30	6%
N/C(=N\c1nc(CSc2nnnn2-c2ccccc2)cc(=O)[nH]1)Nc1ccccc1	4%	?	1%	-3%	nt	nt	-0.4%	2%	nt	-6	1%
CCc1ccc(Oc2nnnn2-c2ccc(C(N)=O)cc2)cc1	3%	7%	5%	-6%	7%	-5%	0.1%	2%	-12%	5	4%
O=C(CN1CCOCC1)N1CCc2ccccc2C(c2ccccc2)C1 (configuration not stated)	-1%	-8%	-3%	-13%	-5%	-3%	-0.9%	17%	-5%	22	-3%
Cc1nc(CC(=O)Nc2nc(-c3ccccc3)cs2)cs1	3%	?	13%	10%	0%	-4%	0.0%	1%	0%	0	0%
O=C(CSc1nnc(C2CCCCC2)n1Cc1ccccc1)NCc1ccco1	1%	-17%	7%	14%	nt	-1%	-0.2%	0%	-8%	8	1%
Cc1cc(C)n(/N=C/c2cccs2)c(=O)c1C#N	0%	0%	?	2%	1%[46.1 µM]	3%	-0.2%	-3%	1%	-4	5%
CCSc1nnc(NC(=O)Cn2cnc3ccccc3c2=O)s1	-3%	-6%	10%	-27%	-2%	-1%	-0.4%	1%	10%	2	1%
CC(Sc1ccc(Cl)cc1)C(=O)NNC(=O)c1csc(N2CCOCC2)n1 (configuration not stated)	1%	-17%	-2%	7%	5%	-2%	-0.8%	2%	1%	-7	-5%
CC(C)(C)C1CCC(=NNC(=O)c2ccc(Br)o2)CC1 (configuration not stated)	-3%	?	?	2%	-1%[46.1 µM]	0%	-0.1%	-18%	-7%	-6	3%
Cc1cc(OC(=O)c2cc(Cl)ccc2Cl)c([N+](=O)[O-])c(=O)[nH]1	-1%	4%	-12%	-4%	-6%	-8%	0.1%	-2%	4%	6	2%
CC1CCN(C(=O)C(NS(=O)(=O)c2cccc3nsnc23)C(C)C)CC1 (configuration not stated)	-9%	4%	1%	-28%	-1%	1%	-0.1%	2%	1%	10	1%
CC(C)Nc1nnc(SCC(=O)c2c(N)n(Cc3ccccc3)c(=O)n(C)c2=O)s1	3%	18µM*	0%	-1%	-1%	-4%	0.1%	-1%	-2%	-13	0%
O=C1CN(Cc2ccccc2)C(=NCc2ccco2)S1	-13%	-1%	?	0%	-3%	-4%	-0.3%	-2%	-2%	0	1%
COc1ccc(OCCCC(=O)OCC(=O)Nc2ccc(Cl)cn2)cc1	0%	8%	8%	-11%	5%	1%	-0.7%	1%	2%	-5	2%
O=C(Nc1ccccn1)C1CCN(c2ncnc3c2nc2n3CCCCC2)CC1	-5%	2.6µM*	0%	4%	-2%	-3%	-0.8%	?	9%	14	0%
O=C(NCc1ccc(N2CCCC2=O)cc1)Nc1cccc2ccccc12	-2%	-7%	0%	-11%	1%	-5%	-0.2%	1%	5%	1	0%
CCCc1cc(=O)[nH]c(SCC(=O)c2[nH]c(C)c(C(=O)OCC)c2C)n1	1%	6%	-2%	3%	1%[46.1 µM]	2%	-0.7%	-9%	-2%	-12	1%
O=C(Cn1ncc2c3ccccc3n(Cc3ccccc3F)c2c1=O)NCCCN1CCCC1=O	-7%	-1%	?	12%	-4%	-13%	0.2%	-3%	-7%	2	0%
COCc1cc(C)c2c(N)c(C#N)sc2n1	1%	?	0%	1%	-1%	-1%	0.2%	-12%	7%	-3	4%
CCOC(=O)N(NC(=O)C(O)(CC(C)C)CC(C)C)c1ccccc1	0%	6%	5%	-3%	-3%[46.1 µM]	0%	-0.5%	3%	-3%	-2	13%
COc1cc(NC(=O)COc2cccc(C)c2C)ccc1NC(=O)c1ccco1	4%	?	?	-5%	-3%	-2%	0.5%	5%	-5%	?	3%
O=C(CSc1nnc(CNc2ccc(F)cc2)o1)N1CCN(C(=O)c2ccco2)CC1	?	-9%	0%	-5%	-15%	-2%	-0.2%	3%	5%	-18	2%
O=C1C=CN2CCCC2CC1 (configuration not stated)	3%	3%	1%	-1%	4%	-8%	0.4%	nt	2%	-7	6%
O=C(Cc1ccccc1)Nc1cccc(NC(=O)c2ccccc2)c1	2%	?	-4%	9%	4%	-1%	-1.2%	0%	2%	6	2%
CCn1c(=S)sc2c(=O)n(CC(=O)Nc3ccc(C(C)=O)cc3)c(C)nc21	3%	2%	2%	4%	2%	0%	-1.1%	2%	-9%	2	2%
O=C(COC(=O)C1CC2CCCC(C1)C2=O)Nc1cccc(F)c1 (configuration not stated)	-4%	10%	2%	-11%	5%	2%	-0.2%	0%	5%	2	-5%
O=C(OCC(=O)N1CCCC1)c1c2c(nc3ccccc13)CCCCC2	-3%	3%	-3%	-2%	0%	0%	0.2%	4%	-93%	-12	2%
CCCCOc1nc(N)nc(-c2ccccc2)n1	-12%	19%	18%	-14%	2%	-2%	-0.1%	-5%	-5%	-10	-6%
CCOC(=O)c1cccc(N2C(=O)c3ccccc3S2(=O)=O)c1	2%	14%	-2%	3%	1%	-5%	0.1%	2%	2%	-9	1%
CC1(OC(=O)CCc2ccccc2)C(=O)C=C2C=C3CCCN3C=C2C1=O (configuration not stated)	-5%	5%	5%	10%	4%	-5%	-0.3%	-6%	-4%	15	-1%

Bioassay records deposited in PubChem BioAssay by National Center for Advancing Translational Sciences (NCATS).
